Screening results: PubChem BioAssay, Broad Institute
miR-122 sensor – miR-122 Renilla sensor signal increase in Huh7, primary screen, miR-122 inhibitor project, cell-based, single point, plate reader; Huh7 miR-122 Renilla luciferase sensor, 48 h; neutral wells = 0, positive control = 100; activation (reporter increase), % at 12.5 µM; hit rate 0.3% among 340,000;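 active = mean replicate activation score at least 90 and every replicate individually at or above 90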;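 also: higher luciferase means less miR-122 activity so hits act as miR-122 inhibitors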
INS-1E GSIS act – GLuc luminescence reporter in INS-1E cells, primary screen for activators of glucose-dependent secretion of insulin; INS-1E GLuc reporter insulin secretion, 2-3 h; activation, % at 16.6 µM; hit rate 0.61% among 370,000; AID 743287, 2014;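 active = lowest replicate activation of at least 40%, so every replicate reaches that level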;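 also: 0% = median of neutral control wells and 100% = median of IBMX positive control wells; some compounds called inactive have numbers as strong as hits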
Starred values were filed as active, the others as inactive.

nr | molecule | miR-122 sensor | INS-1E GSIS act
1 | CC(C)NC(=O)NC(=O)CSc1nnc(COc2ccccc2Cl)o1 | -7 | 3
2 | CN(CCNC(=O)C1CCN(S(=O)(=O)N2CCOCC2)CC1)CCc1ccccc1 | -2 | -23
3 | CCCCC1CCC(c2nc(-c3cccnc3)no2)CC1 (configuration not stated) | 2 | -23
4 | Cc1ccccc1CSc1nccn1-c1ccccc1 | -4 | 37
5 | Cc1ccc(CNC(=O)Cc2cccs2)cc1 | 0 | 3
6 | CCOc1ccc(-c2cc3nc(C4CCN(C(=O)OC(C)(C)C)CC4)c(C(=O)O)cn3n2)cc1 | 2 | 5
7 | COc1cccc(-n2nc(-c3ccnn3-c3ccc(F)cc3)c(=O)n(C)c2=O)c1 | -1 | 8
8 | O=C(O)C1CCN(c2ncccn2)CC1 | 5 | 4
9 | O=C(C1CCCCN1S(=O)(=O)c1ccccc1)N1CCN(C(c2ccccc2)c2ccccc2)CC1 (configuration not stated) | -13 | -21
10 | COc1ccc(NC(=O)c2oc3cc(C)c(C)cc3c2C)c(OC)c1 | 12 | -4
11 | CC1CCCN(C(=O)CCS(=O)(=O)Cc2ccccc2)C1 (configuration not stated) | -3 | 17
12 | N#Cc1ccccc1NC1=CC(=O)CCC1 | -8 | -8
13 | COc1ccc(/C=N/NC(=O)CCc2nc3ccccc3[nH]2)cc1 | 1 | 3
14 | CN(C)c1nc2n(c(=O)n1)CCS2 | 3 | 8
15 | S=c1[nH]nc(-c2ccccc2)n1/N=C/c1c[nH]c2ccccc12 | 4 | 42*
16 | CC1(C)Cc2c(c(-c3ccccc3)[nH]c(=O)c2C#N)CS1 | -2 | 22
17 | COCCCNC(=O)C1CCC(=O)N1Cc1ccccc1Cl (configuration not stated) | -3 | 37
18 | COC(=O)c1ccccc1NC(=O)c1cnc2sccn2c1=O | -4 | 17
19 | CC(C)CNS(=O)(=O)c1ccc(C(=O)Nc2ccc3c(c2)OCCO3)cc1 | 77 | -9
20 | O=C(NNc1c2ccccc2nc2ccccc12)c1ccc(O)cc1O | -3 | -45
21 | CC(=O)Nc1cccc(N2C(=O)CCC2=O)c1 | -1 | -4
22 | CS(=O)(=O)N(CC(=O)N1CCN(c2ccc(F)cc2)CC1)C1CCCCC1 | -1 | 7
23 | C(=N\c1nc2ccccc2n1CCN1CCOCC1)/c1cccs1 | -1 | 1
24 | COCc1cc(=O)[nH]c(/N=C(\N)Nc2ccccc2C)n1 | 4 | -7
25 | CCn1c(CSCc2ccc(F)cc2)nnc1SCC(=O)N1CCN(c2ccccc2)CC1 | 4 | -13
26 | CCOc1ccccc1NS(=O)(=O)c1cccc2nsnc12 | 9 | 14
27 | CCCc1[nH]nc2c1C(Cc1ccccc1)C(C#N)=C(N)O2 (configuration not stated) | -1 | 1
28 | CCOc1ccc2cc(S(=O)(=O)N3CCOCC3)ccc2c1 | -3 | -14
29 | CSc1nc(C)cc(Oc2ccc(OCCOc3ccccc3)nn2)n1 | -9 | 14
30 | O=C(Nc1cccc2ccccc12)C1CCN(C(=O)Cc2ccccc2)CC1 | 1 | 2
31 | CCOC(=O)C1=C(c2ccccc2)N=c2s/c(=C\c3cc(OC)c(OC)c(OC)c3)c(=O)n2C1c1cccs1 (configuration not stated) | 1 | -22
32 | Cc1ccc(C(=O)CSc2ncnc3sc4c(c23)CCCC4)cc1 | -7 | -1
33 | CS(=O)(=O)c1cnc(-c2ccccc2)nc1Oc1ccc(F)cc1 | -5 | 65*
34 | Cc1cccc(CSc2ncc(CO)n2C)c1 | 0 | 17
35 | CCN(CC)c1cccc(OCC(=O)N(C)CCC#N)c1 | -6 | -4
36 | COc1ccc(Br)cc1-c1noc(-c2ccncc2)n1 | -2 | 4
37 | COC(=O)C1CCN(C(=O)COC(=O)CC(NC(C)=O)c2ccccc2)CC1 (configuration not stated) | -4 | 3
38 | CCOC(=O)c1cccc(Nc2nc(C)cc(C)n2)c1 | 0 | -1
39 | CC1CN(CC(=O)Nc2ccc(S(N)(=O)=O)cc2)CC(C)O1 (configuration not stated) | 4 | -2
40 | Cc1ccc2nc(NC(=O)COC(=O)c3ccc(Br)o3)sc2c1 | 7 | -3
41 | CCN1C(=O)N(CC)C(O)(c2ccccc2)C1(O)c1ccccc1 (configuration not stated) | -1 | 12
42 | Cc1ccc(-n2nnnc2SCC(=O)Nc2nc(-c3ccc(F)cc3)cs2)cc1C | -3 | 6
43 | O=C(N/N=C/c1ccc2c(c1)OCO2)c1sc2cccc(Cl)c2c1Cl | -1 | -15
44 | COc1ccc(NC(=O)NS(=O)(=O)c2ccc(C)cc2)c(OC)c1 | 1 | 4
45 | O=C(COc1ccccc1)N1CCN(C(=O)COc2ccccc2)CC1 | 5 | 0
46 | CCOC(=O)c1c2n(c3c(NCc4ccccc4)ncnc13)CCCC2 | 8 | 5
47 | COc1ccc(CC(=O)Nc2cccc(-c3nnc(-c4ccccc4)o3)c2)cc1OC | -22 | -10
48 | CCOC(=O)C1=C(C)NC(=O)NC1c1ccc2c(c1)OCO2 (configuration not stated) | -2 | 2
49 | OC1(c2ccc(Br)cc2)CCNCC1 | -5 | -4
50 | Cc1ccc(S(=O)(=O)Nc2c3ccccc3nc(=O)n2-c2ccccc2)cc1 | 8 | 59*
51 | CCOc1ccc2c(c1)s/c(=N\S(=O)(=O)c1ccc(OC)cc1)n2C(F)F | 4 | -23
52 | O=C(Cn1cnc2c(nnn2Cc2ccc(Cl)cc2)c1=O)NCc1ccco1 | 0 | -9
53 | CCOC(=O)C1=C(CC)NC2=C(C(=O)CCC2)C1c1ccc(OC)c(OC)c1 (configuration not stated) | -5 | 21
54 | CC(C)OC(=O)c1nnc(-c2ccccc2)nc1OC(C)C | 2 | 17
55 | COc1ccc(Cn2nnnc2C(c2cccs2)N2CCOCC2)cc1 (configuration not stated) | 7 | 8
56 | O=C(NNC(=O)c1cc2cc3ccccc3nc2s1)c1cccc(C(F)(F)F)c1 | 0 | 75*
57 | O=C(CC(=O)NC1CCCCC1)N/N=C/c1cccc2ccccc12 | 4 | -16
58 | Cc1ccc2oc(-c3cccc(NC(=S)NC(=O)/C=C/c4ccco4)c3)nc2c1 | 4 | 5
59 | CC1=C(C(N)=O)C(c2cccc(OCc3ccccc3)c2)n2nnnc2N1 (configuration not stated) | -2 | -10
60 | Cc1cccc2cc(C(c3nnnn3Cc3ccc4c(c3)OCO4)N3CCCC3)c(=O)[nH]c12 (configuration not stated) | 3 | -28

Carrying on:
nr | molecule | miR-122 sensor | INS-1E GSIS act
61 | O=C(/C=C/c1ccccc1Cl)Nc1ccncc1 | -2 | 20
62 | COc1cc(C(=O)Nc2ccc(Oc3ncnc4sc(-c5ccccc5)cc34)cc2)cc(OC)c1OC | -4 | 44
63 | Cc1cc(OCC(=O)c2ccc(F)cc2)ccc1N1C(=O)CCC1=O | -2 | 3
64 | Cc1ccc(OCC(=O)NC2CCS(=O)(=O)C2)cc1 (configuration not stated) | 3 | 17
65 | CC(C)Oc1ccc(-c2cc(=O)[nH]c(=O)[nH]2)cc1 | 1 | -5
66 | O=C(CSc1nn(-c2ccccc2)c(=S)s1)NC(=O)NCc1ccco1 | 1 | -1
67 | COC(=O)c1ccccc1S(=O)(=O)N(Cc1cc2ccc(OC)cc2[nH]c1=O)CC1CCCO1 (configuration not stated) | -1 | -3
68 | Cc1cc(NC(=O)CSc2nc(-c3cccs3)cc(C(F)(F)F)n2)no1 | 40 | 5
69 | CCCCCCn1c(C(C)NC(=O)c2ccco2)nc2ccccc21 (configuration not stated) | 4 | 12
70 | N#CC1=C(N)N(c2ccccc2)C(=O)C1 | -3 | 26
71 | CCc1nnc(NC(=O)CN2C(=O)c3ccccc3C2=O)s1 | -5 | -4
72 | CCC(c1nnnn1CCc1ccccc1)N(Cc1ccco1)Cc1cc2cccc(C)c2[nH]c1=O (configuration not stated) | 7 | -9
73 | Cn1cccc1/C=N/NC(=O)Cn1cnc2ccccc21 | 2 | 0
74 | Cc1csc(=N)n1CC(=O)N1CCc2ccccc21 | -1 | 4
75 | O=C(NCc1ccccc1Cl)c1cnccn1 | -2 | 13
76 | CCOC(=O)C1CCN(S(=O)(=O)c2cc(Cl)c(C)cc2OC)CC1 | -1 | -3
77 | CCOC(=O)c1ccccc1NC(=O)c1ccc(NS(C)(=O)=O)cc1 | -1 | 37
78 | Cc1ccc(S(=O)(=O)N2CCN(C(=O)CSc3nc4ccccc4o3)C2)cc1 | -1 | -9
79 | CC1(C)CC(=O)C2=C(C1)Nc1ccccc1NC2c1cccnc1 (configuration not stated) | 9 | 10
80 | Cc1cc(C)c(C)c(OCC(=O)O/N=C(\N)c2ccccn2)c1 | 6 | -13
81 | C=CCNC(=S)Nc1sc2c(c1C(=O)OCC)CCN(C(=O)OCC)C2 | -1 | -12
82 | CCOP(=O)(c1c(F)c(F)c(F)c(F)c1F)C1(O)CCCCC1 (configuration not stated) | -2 | 15
83 | CCOC(=O)c1ccc2[nH]c(C)c(CN3CCN(C)CC3)c(=O)c2c1 | 7 | 7
84 | CCCOc1c(Br)cc(C(=O)NCC)cc1OC | 5 | 3

Compounds shown so far with a Cl atom:
nr | molecule | miR-122 sensor | INS-1E GSIS act
1 | CC(C)NC(=O)NC(=O)CSc1nnc(COc2ccccc2Cl)o1 | -7 | 3
17 | COCCCNC(=O)C1CCC(=O)N1Cc1ccccc1Cl (configuration not stated) | -3 | 37
43 | O=C(N/N=C/c1ccc2c(c1)OCO2)c1sc2cccc(Cl)c2c1Cl | -1 | -15
52 | O=C(Cn1cnc2c(nnn2Cc2ccc(Cl)cc2)c1=O)NCc1ccco1 | 0 | -9
61 | O=C(/C=C/c1ccccc1Cl)Nc1ccncc1 | -2 | 20
75 | O=C(NCc1ccccc1Cl)c1cnccn1 | -2 | 13
76 | CCOC(=O)C1CCN(S(=O)(=O)c2cc(Cl)c(C)cc2OC)CC1 | -1 | -3

Further entries
nr | molecule | miR-122 sensor | INS-1E GSIS act
85 | O=C(/C=C/c1cccc(C(F)(F)F)c1)Nc1cccc(C(F)(F)F)c1 | -10 | -26
86 | COC(=O)CN(c1nc(C)c(Cl)c(OC)n1)S(=O)(=O)c1ccc(C)cc1 | -3 | -13
87 | CC(C)CN(CC(C)C)C1=N/C(=C\c2ccco2)C(=O)N1c1ccccc1 | 11 | -25
88 | CC1=NN(/C(=N\c2nnc(C)s2)Nc2ccc(C)cc2)[C@H](c2ccc(C)cc2)S1 | 8 | -21
89 | O=C(CSc1nccc(=O)[nH]1)Nc1ccc(F)c(Cl)c1 | 5 | 3
90 | Cn1c(=O)n(Cc2ccccc2)c(=O)c2c1nc1n2CCCN1Cc1ccccc1 | -4 | -47
91 | Cc1ccc(S(=O)(=O)C(C#N)c2nc3ccccc3nc2N2CCCC2)cc1 (configuration not stated) | 27 | 6
92 | Cc1cc(C)cc(OC(=O)CCN2C(=O)c3ccccc3C2=O)c1 | -7 | 4
93 | Cc1cc(C(=O)OCC(=O)Nc2ccc(F)cc2F)c(C)o1 | 1 | 7
94 | Cc1ccccc1OCC(=O)Nc1ccccc1N1CCOCC1 | 6 | 17
95 | COc1cc(NC(=O)c2ccc(-c3ccc(Br)cc3)o2)ccc1NC(=O)C(C)C | 7 | 23
96 | CCOC(=O)c1nn(-c2ccccc2)c(=O)cc1SC(C)C | -6 | 32
97 | Cc1ccccc1-n1nc2c(c1NC(=O)c1c(-c3ccccc3Cl)noc1C)CS(=O)(=O)C2 | -1 | -3
98 | COc1ccc(NC(=O)c2ccco2)c([N+](=O)[O-])c1 | 0 | 12
99 | CCC(c1nnnn1Cc1ccco1)N(Cc1ccccc1OC)Cc1cc2cc(C)ccc2[nH]c1=O (configuration not stated) | 2 | 3
100 | CCCS(=O)(=O)N1CCC(C(=O)NC2CCCCC2C)CC1 (configuration not stated) | 3 | -3
101 | CCCN(CC1CC1)C(=O)CSc1ncnc2sc(C)c(C)c12 | -3 | -28
102 | CNC(=O)CSc1nnc(-c2ccc(S(=O)(=O)N3CCCC3)cc2)n1-c1cccc(C)c1C | -3 | -20
103 | O=C(Nc1ncc(Cc2cccc(Cl)c2)s1)c1cccs1 | -1 | -41
104 | COc1ccc(CCC(=O)N2c3ccccc3CC2C)cc1 (configuration not stated) | -5 | 15
105 | Cc1oc(CSCC2CCCO2)cc1C(=O)O (configuration not stated) | -7 | 12
106 | O=C(c1cc2nc(-c3ccco3)cc(C(F)(F)F)n2n1)N1CCN(Cc2ccccc2)CC1 | -5 | -21
107 | CN(C)CCCNC(=O)CCC1CCCCC1 | -5 | 9
108 | CC(=O)Nc1ccc(S(=O)(=O)N=S(C)C)cc1 | -3 | -10
109 | COc1ccc(C2(C(=O)Nc3nncs3)CCCC2)cc1 | -1 | -6
110 | CC(C)OCCCNC(=O)c1c(N)n(/N=C/c2ccccn2)c2nc3ccccc3nc12 | -8 | 76*
111 | COc1cc(C2Nc3ccc4ncccc4c3C3=C2C(=O)CCC3)cc(OC)c1O (configuration not stated) | -2 | 23
112 | C=CCNC(=O)c1scc2c1CCCC2 | -14 | 4
113 | O=C(Cn1cnc2ccccc21)OCC(=O)N1CCCc2ccccc21 | -9 | -12
114 | CCc1nccn1S(=O)(=O)c1ccc2ccccc2c1 | 0 | 10
115 | COC(=O)CC(NC(=O)c1ccc(C)cc1)c1ccccc1 (configuration not stated) | 0 | 6
116 | CC1(C)C(=O)Nc2ccccc2N1C(=O)COC(=O)C1CCCCC1 | 0 | 29
117 | O=C(CCCOc1ccc(Cl)cc1Cl)N1CCc2ccccc2C1 | 2 | -23
118 | O=C(COc1ccccc1F)N1CCN(S(=O)(=O)/C=C/c2ccccc2)CC1 | 1 | -2
119 | O=C(CCN1C(=O)C2C3C=CC(C3)C2C1=O)Nc1ccccn1 (configuration not stated) | 1 | 25
120 | O=C(Nc1ccccc1OC(F)F)c1ccc(Br)o1 | -1 | 1
121 | CCNc1nc(NCC)n2c(SCc3ccc(F)cc3)nnc2n1 | 0 | 14
122 | Cc1cc(C)n(-c2nc3c(c(=O)[nH]c(=O)n3C)n2Cc2ccc(F)cc2)n1 | 3 | 16

A portion of the library; rates above refer to the full screens.
